# Rin1-Abl PPI inh: inhibitors of Rin1-Abl protein binding, primary screen, biochemical, TR-FRET | Tyrosine-protein kinase ABL1 (Homo sapiens) + Ras and Rab interactor 1 (Homo sapiens), … | inhibition, % at 7.35 µM | 0.4% of 360,000 active; in the data active = inhibition above about 5%, passing the limit was not always enough
# Target sequence (P00519 whole entry, looked up): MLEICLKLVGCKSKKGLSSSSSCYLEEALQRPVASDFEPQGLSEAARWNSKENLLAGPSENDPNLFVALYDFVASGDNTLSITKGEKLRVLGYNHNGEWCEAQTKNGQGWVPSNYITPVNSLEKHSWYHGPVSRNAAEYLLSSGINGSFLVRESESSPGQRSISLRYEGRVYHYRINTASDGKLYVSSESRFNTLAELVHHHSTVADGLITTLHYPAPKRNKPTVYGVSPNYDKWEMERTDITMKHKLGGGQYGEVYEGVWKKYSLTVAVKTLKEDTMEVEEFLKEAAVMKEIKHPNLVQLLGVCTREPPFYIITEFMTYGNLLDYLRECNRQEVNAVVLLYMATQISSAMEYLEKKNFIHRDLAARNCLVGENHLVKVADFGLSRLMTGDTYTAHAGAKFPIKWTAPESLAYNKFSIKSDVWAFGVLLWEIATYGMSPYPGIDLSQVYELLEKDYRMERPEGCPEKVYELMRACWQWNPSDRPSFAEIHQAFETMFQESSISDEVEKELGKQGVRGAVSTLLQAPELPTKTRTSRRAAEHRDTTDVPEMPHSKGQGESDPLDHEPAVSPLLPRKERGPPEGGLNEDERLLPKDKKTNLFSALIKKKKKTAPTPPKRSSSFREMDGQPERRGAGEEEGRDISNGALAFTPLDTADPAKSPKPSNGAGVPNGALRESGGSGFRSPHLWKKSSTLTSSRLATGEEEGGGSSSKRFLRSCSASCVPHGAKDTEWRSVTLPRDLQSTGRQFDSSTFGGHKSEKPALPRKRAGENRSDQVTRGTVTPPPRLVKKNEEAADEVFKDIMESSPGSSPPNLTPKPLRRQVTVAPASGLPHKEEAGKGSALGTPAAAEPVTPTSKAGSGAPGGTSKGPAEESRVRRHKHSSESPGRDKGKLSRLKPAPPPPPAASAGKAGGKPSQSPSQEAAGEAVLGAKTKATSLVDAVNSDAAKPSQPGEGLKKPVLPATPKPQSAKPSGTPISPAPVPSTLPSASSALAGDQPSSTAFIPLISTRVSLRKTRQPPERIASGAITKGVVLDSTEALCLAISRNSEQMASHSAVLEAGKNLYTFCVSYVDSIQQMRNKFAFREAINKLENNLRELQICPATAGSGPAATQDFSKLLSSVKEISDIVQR
# Target sequence (Q13671 whole entry, looked up): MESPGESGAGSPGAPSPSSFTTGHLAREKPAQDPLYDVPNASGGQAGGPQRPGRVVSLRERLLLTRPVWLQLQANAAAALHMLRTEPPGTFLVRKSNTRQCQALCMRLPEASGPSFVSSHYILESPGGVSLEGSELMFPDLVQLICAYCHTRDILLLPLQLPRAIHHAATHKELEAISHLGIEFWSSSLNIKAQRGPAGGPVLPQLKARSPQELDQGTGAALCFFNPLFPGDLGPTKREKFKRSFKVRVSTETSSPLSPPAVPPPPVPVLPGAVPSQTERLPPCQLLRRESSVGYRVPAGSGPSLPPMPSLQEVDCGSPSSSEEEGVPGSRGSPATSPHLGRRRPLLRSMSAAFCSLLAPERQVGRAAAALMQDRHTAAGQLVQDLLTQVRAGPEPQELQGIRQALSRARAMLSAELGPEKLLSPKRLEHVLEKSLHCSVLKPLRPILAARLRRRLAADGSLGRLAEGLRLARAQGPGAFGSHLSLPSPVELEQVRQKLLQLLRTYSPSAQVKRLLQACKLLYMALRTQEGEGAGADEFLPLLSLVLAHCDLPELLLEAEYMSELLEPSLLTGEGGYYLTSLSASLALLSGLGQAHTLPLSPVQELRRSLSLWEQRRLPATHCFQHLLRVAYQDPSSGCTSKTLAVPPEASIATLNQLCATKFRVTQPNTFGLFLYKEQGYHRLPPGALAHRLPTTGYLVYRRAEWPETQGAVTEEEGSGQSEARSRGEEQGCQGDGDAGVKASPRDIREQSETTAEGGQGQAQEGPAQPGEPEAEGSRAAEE
# MsrA inhibitor: bovine MsrA enzyme inhibitors, primary screen, biochemical, absorbance, HTS; 0.75% of 360,000 active; purified bovine MsrA, absorbance read-out; inhibition, % at 15.5 µM; in the data active = inhibition above about 4.5%;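 also: 0% = vehicle wells with enzyme and 100% = reference inhibitor wells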
# Rpn11 inh: Rpn11 (PSMD14) deubiquitinase inhibitors, primary screen, biochemical, fluorescence polarization, uHTS; human 26S proteasome, Ub4-pepOG fluorescence polarization; 20S core pre-blocked with epoxomicin; calls only at 20 µM; 0.59% of 360,000 active;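 active = inhibition at 20 µM, scaled to each plate's controls, above about 33%, limit read from the data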
# bovine MsrA act: bovine MsrA enzyme activators, primary screen, biochemical, absorbance, HTS | Methionine sulfoxide reductase A (Bos taurus) | purified bovine MsrA, absorbance read-out | activation, % at 10.6 µM | 0.3% of 360,000 active | AID 602163, 2012; in the data active = activation above about 7.5%;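 also: 0% = vehicle and 100% = reference activator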
# FAS-TE inh: FAS thioesterase domain inhibitors, primary screen, biochemical, fluorescence intensity, uHTS; Fatty acid synthase (Homo sapiens), P49327; 0.67% of 360,000 active; inhibition, % at 15 µM; recombinant FAS-TE, OMFH fluorogenic substrate, fluorescence endpoint;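 active = compounds whose normalised, plate-corrected inhibition of enzyme fluorescence in the single-dose primary screen is 50% or more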;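 also: 0% = DMSO with enzyme and 100% = substrate without enzyme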
# MLLE-PAM2 inh: inhibitors of PABP1 MLLE–PAM2 peptide binding, primary screen, biochemical, fluorescence polarization, FITC-PAM2, GST-MLLE; Polyadenylate-binding protein 1 (Homo sapiens), P11940; inhibition, % at 20 µM; 0.36% of 360,000 active; in the data active = inhibition above about 35%, passing the limit was not always enough;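 also: plate controls were DMSO wells with GST-MLLE for no effect and wells lacking GST-MLLE protein for full effect; some results filed as inactive read as strong as hits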
# E coli Lon inh: inhibitors of E. coli Lon protease, primary screen, biochemical, fluorescence polarization; purified E. coli Lon protease; P0A9M0; 0.42% of 360,000 active; inhibition, % at 7.94 µM; in the data active = inhibition above about 13%, passing the limit was not always enough;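 also: 0% = enzyme with probe and DMSO and 100% = no enzyme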
# MT1-MMP act inh: blockers of MT1-MMP proenzyme processing, primary screen, HT1080 RFP-PRO-GFP cells, GFP/RFP fluorescence; 0.061% of 360,000 active; GFP/RFP ratio fluorescence, overnight; percent of plate control window, DMSO zero; AID 651647, 2012; Matrix metalloproteinase-14 (Homo sapiens), P50281; GFP/RFP ratio change, % at 20 µM;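 active = GFP/RFP ratio change of at least 30% with cell ATP level not reduced by more than half and red fluorescence within 50% of control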; also: strong numbers were not always called active
#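 Assay system – RFP-PRO-GFP reporter HT1080 cells · Compound dosing – single dose of 20 µM compound, 1% DMSO final · Incubation – overnight compound exposure at 37 °C · Measure – GFP/RFP fluorescence ratio · Benchmarks – DMSO wells and RFP-L50D-GFP cells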
# CSN deneddyl inh: inhibitors of CSN-mediated cullin deneddylation, primary screen, biochemical, fluorescence polarization, uHTS. Purified CSN, SCF-Nedd8-OG deneddylation. inhibition, % at 12.5 µM. 0.38% of 360,000 active. AID 651999, 2013;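 active = pattern-corrected inhibition above about 35%, with an unprinted fluorescence ratio check between 0.5 and 1.5, limit read from the data, passing the limit was not always enough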;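 also: 0% = enzyme with substrate and 100% = substrate without enzyme; some results filed as inactive read as strong as hits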
#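 test system = HEK293T-derived human Csn5 enzyme | amount = 0.24 nM Csn5 enzyme, final concentration | medium = Tris/NaCl/DTT buffer, pH 7.5 | schedule = 90 min reaction at room temperature | signal = FP | evaluation = inhibition of Csn5 cleavage, % | compound dosing = single dose of 12.5 µM compound with 0.25% DMSO | probe or stimulus = 10 nM SCFSkp2-Nedd8OG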
# * = called active by the depositor; i = inactive; x = no result given.
# The opening two compounds as a preview:
SMILES,Rin1-Abl PPI inh,MsrA inhibitor,Rpn11 inh,bovine MsrA act,FAS-TE inh,MLLE-PAM2 inh,E coli Lon inh,MT1-MMP act inh,CSN deneddyl inh
COc1ccc(CCNC(=O)CN(c2ccc(OC)cc2)S(C)(=O)=O)cc1,2,-0.6,i,-3,-4,-1,-7,3,-13
COc1ccccc1NS(=O)(=O)c1ccc(C(=O)NCc2ccc(S(N)(=O)=O)cc2)cc1,-2,-0.9,i,2,4,-3,0,5,-2

# Results, repeating the preview:
SMILES,Rin1-Abl PPI inh,MsrA inhibitor,Rpn11 inh,bovine MsrA act,FAS-TE inh,MLLE-PAM2 inh,E coli Lon inh,MT1-MMP act inh,CSN deneddyl inh
COc1ccc(CCNC(=O)CN(c2ccc(OC)cc2)S(C)(=O)=O)cc1,2,-0.6,i,-3,-4,-1,-7,3,-13
COc1ccccc1NS(=O)(=O)c1ccc(C(=O)NCc2ccc(S(N)(=O)=O)cc2)cc1,-2,-0.9,i,2,4,-3,0,5,-2
O=C(C1CCC1)N1CCc2cc(S(=O)(=O)NCc3cccnc3)ccc21,2,-1.8,i,-3,2,-1,0,0,4
CCOc1ccc(CNCCc2ccc(S(N)(=O)=O)cc2)cc1,3,2.1,i,-4,-6,13,4,3,-6
CCN(CC)S(=O)(=O)c1cc(NC(=O)CSc2nnc(N)s2)ccc1C,0,0.4,i,0,-5,-18,-2,4,-7
Cc1c(NC(=O)c2cc(-c3cccc(Cl)c3)on2)c(=O)n(-c2ccccc2)n1C,2,-0.2,i,-6,2,-6,2,1,0
O=C(NCCc1c[nH]c2ccccc12)c1ccco1,3,-0.7,i,-2,-2,-12,1,2,-1
C=CCOC(=O)C1=C(C)NC(SC)=C(C#N)C1c1cccs1 (stereo not given),-1,0.3,i,-5,8,8,-1,-9,7
C#CCN(C[C@@H]1[C@@H](OC(=O)NCc2ccccc2)[C@@H](OC(=O)NCc2ccccc2)Cn2c(=O)n(CCCCCC)c(=O)n21)S(=O)(=O)c1ccc(C)cc1,0,0.2,i,-4,16,3,-7,3,2
S=C(NCCCc1ccccc1)Nc1ccccc1Cl,4,1.0,i,-3,35,-35,0,2,-1
O=C(Cc1ccc2c(c1)OCCO2)N1CCN(S(=O)(=O)c2cccc(C(F)(F)F)c2)CC1,1,-0.1,i,-1,0,-13,7,-1,-6
O=C(Nc1ccccc1Br)c1ccc2nccnc2c1,1,-0.8,i,3,1,-7,-2,-7,2

# An excerpt from above, limited to MT1-MMP act inh, Rin1-Abl PPI inh and MsrA inhibitor:
mol	MT1-MMP act inh	Rin1-Abl PPI inh	MsrA inhibitor
C=CCOC(=O)C1=C(C)NC(SC)=C(C#N)C1c1cccs1 (stereo not given)	-9	-1	0.3
C#CCN(C[C@@H]1[C@@H](OC(=O)NCc2ccccc2)[C@@H](OC(=O)NCc2ccccc2)Cn2c(=O)n(CCCCCC)c(=O)n21)S(=O)(=O)c1ccc(C)cc1	3	0	0.2

# Carrying on.
SMILES,Rin1-Abl PPI inh,MsrA inhibitor,Rpn11 inh,bovine MsrA act,FAS-TE inh,MLLE-PAM2 inh,E coli Lon inh,MT1-MMP act inh,CSN deneddyl inh
COCCN1C[C@@H](CO)O[C@@H](n2cnc3c(N4CCN(C)CC4)ncnc32)C1,-1,x,i,-5,-5,-1,0,2,0
C=CCN1c2ccccc2[C@]23C[C@@H](C(=O)OC)N(C(=O)NCCC)C2=NC(C(=O)OC)=C(C(=O)OC)[C@H]13,0,0.3,i,-9,79*,-1,5,3,-4
COc1ccccc1CN(Cc1ccco1)S(=O)(=O)c1ccc(-n2cnnn2)c(OC)c1,-1,1.2,i,0,24,0,5,4,8
CN(C)/C(=N\S(=O)(=O)c1ccc(Br)cc1)c1ccccc1,1,-0.2,i,-2,3,-10,3,4,5
Cc1ccccc1OCC(=O)Nc1ccccc1C(=O)N1CCCCC1,0,1.5,i,-4,2,-4,0,0,-4
Clc1ccc(-c2nnc(C3CCCCC3)o2)cc1,1,0.3,i,-2,9,-6,4,3,-1
CC(=O)N1N=C(c2ccc(C(C)(C)C)cc2)OC1(C)C,4,0.2,i,-1,12,-2,6,-3,-2
Cn1c(SCC(=O)N/N=C/c2cccnc2)nnc1-c1ccccc1,1,-0.6,i,-11,-7,5,-1,5,7
CCOc1ccc2[nH]c(=O)c(CN(Cc3ccco3)C(=O)c3cccc(F)c3)cc2c1,2,x,i,-5,0,-1,-11,-4,-1
Cc1ccc(C(C(=O)NCc2ccc(F)cc2)N(Cc2ccco2)C(=O)c2snc(C(N)=O)c2N)o1 (stereo not given),1,1.9,i,-3,14,3,0,-1,-1
COC[C@@H]1CCCN1c1ccc2c(c1)O[C@@H](COCc1ccccc1)CN([C@@H](C)c1ccccc1)S2(=O)=O,x,1.7,x,-9,23,x,-1,-1,-6
CC(C)n1cnc2c(Nc3ccc(F)c(Cl)c3)nc(NCCO)nc21,3,1.3,i,3,-5,-16,-4,7,-2
COc1ccccc1NC(=S)NC(=O)CC(C)C,-1,1.1,i,-3,-4,27,-3,0,6
CCS(=O)(=O)N1CCCC(C(=O)NCCCOC)C1 (stereo not given),5,0.0,i,0,-6,-7,-9,3,2
CCOC(=O)c1cnn(-c2ccc([N+](=O)[O-])cc2)c1N,0,1.3,i,-2,-5,-4,1,6,-2
COc1ccccc1CCc1nnc(CCC(=O)NCC(C)Oc2cccnc2)o1 (stereo not given),7,-1.0,i,-4,-10,-14,-1,-3,6
CC(C)c1ccc(/C=N/n2c(-c3ccccc3)n[nH]c2=S)cc1,3,0.7,i,-4,11,-83,-11,2,3
OCC[C@@H]1C[C@@H](O)[C@H](O)[C@]2(CCc3ccccc3CO2)O1,2,-0.2,i,-6,-11,19,3,0,-1
CCCCCCCCN1C(=O)[C@H](CC(=O)NCCCOC)C[C@@]2(C(=O)OC)CCCCC=C12,x,-0.6,x,-1,5,x,-3,2,-3
C[C@@H]1CN([C@H](C)CO)S(=O)(=O)c2ccc(Br)cc2O[C@@H]1CN(C)C(=O)Nc1ccc(C(F)(F)F)cc1,0,0.3,i,-4,31,8,-4,1,2
O=C1C=CC2=C3c4cc(O)c(O)cc4CC3(O)COC2=C1O (stereo not given),67*,0.5,x,-16,4,35,12,20,61
COc1ccccc1OCCNS(=O)(=O)c1ccc2oc3ccccc3c2c1,2,0.5,i,-2,34,1,-2,-1,-1
COc1ccccc1NC(=O)c1ccc(S(=O)(=O)NCc2ccco2)cc1,-1,-0.3,i,-6,-1,7,-4,0,5
CC(C)C(NC(=O)C1CCCCC1)C(=O)Nc1ccc2c(c1)OCCO2 (stereo not given),1,-1.4,i,0,-7,2,-3,0,4
O=C(C[C@H]1C(=O)N(Cc2ccccc2)C[C@@H]1Cc1ccccc1)Nc1ccc(Br)cc1,-2,1.1,i,-5,24,3,-4,0,0
O=S(=O)(NCC1CC1)c1cccc(S(=O)(=O)N2CCCC2)c1,-3,0.6,i,-11,-8,-1,-2,-6,1
COc1ccc(CCNC(=O)CCS(=O)(=O)c2ccc3nc(C)sc3c2)cc1OC,-4,0.2,i,-2,-1,-14,1,-4,3
Cc1ccc(OCCn2nc3ccccc3n2)c(C)c1,-2,-0.4,i,-4,13,13,-3,-1,-3
CCc1nnc(NC(=O)CN2CC(C)OC(C)C2)s1 (stereo not given),0,0.6,i,-5,-1,10,-6,0,3
CCCCn1c(SCc2nc(N)nc(Nc3ccccc3C)n2)nc2ccccc2c1=O,1,1.6,i,-9,15,-4,-4,4,4
O=C(CN1CCN(C(=O)C2COc3ccccc3O2)CC1)Nc1ccc(F)cc1 (stereo not given),-1,0.2,i,-4,0,-5,-16,0,1
CCOC(=O)c1cccc(NC(=O)CCn2nc(C)c(S(=O)(=O)N3CCCCC3)c2C)c1,5,-0.1,i,0,-3,3,-10,3,-6
CC(C)(C)NS(=O)(=O)c1ccc(NC(=O)NC2CCCCC2)cc1,-1,0.1,i,-11,-5,-1,11,1,0
CCN(CC)S(=O)(=O)c1cccc(-c2nnc(SCC(N)=O)n2N)c1,2,0.3,i,-3,-1,7,0,5,0
O=C(O)COc1ccc2c(c1)OCCO2,0,-0.5,i,-3,-5,-3,-3,3,-1
CCOC(=O)c1ccc(NS(=O)(=O)c2cccc3nsnc23)cc1,-2,1.3,i,-7,-6,-3,-11,3,2
CCN(c1ccccc1)S(=O)(=O)c1ccc(C(=O)NCC(c2cccs2)N(C)C)cc1 (stereo not given),-3,-0.2,i,-3,0,-1,1,4,7
Cc1nnc(NC(=O)CSc2nnc(CNC(=O)c3ccccc3F)n2C(C)C)s1,4,1.5,i,-3,-2,1,-10,0,9
O=Cc1cccn1-c1ccccc1,-2,0.9,i,-2,-2,4,-3,1,2
Nc1ccn([C@H]2CS[C@@H](CO)O2)c(=O)n1,-4,0.9,i,-4,-1,1,8,-1,0
CC(O)(c1cccnc1)c1nc(-c2ccc(F)c(Cl)c2)cs1 (stereo not given),-1,-0.7,i,-2,7,10,-2,-2,5
c1ccc(-c2ccc(OCCCn3cncn3)cc2)cc1,-1,0.8,i,-14,-10,0,0,-1,1
CCn1c(=O)c(C(=O)CN(C)Cc2ccc(F)cc2)c(N)n(Cc2ccccc2)c1=O,0,-0.8,i,1,0,5,-12,1,-2
Cc1ccccc1-c1cc2nc(Oc3ccc4c(c3)OCO4)n(C)c(=O)c2s1,-3,-0.4,i,-6,21,1,7,-2,0
CCCCc1nnc(NC(=O)CSCc2cc(=O)n3cc(C)sc3n2)s1,-1,3.7,i,-5,-6,-7,-3,3,1
O=C(O)c1cc(N2C(=O)C3CCCCC3C2=O)ccc1NCc1cccnc1 (stereo not given),-1,1.4,i,-8,-7,-15,-2,-3,-10
COc1ccc(-c2csc(N(Cc3ccco3)C(=O)c3cccs3)n2)cc1,-3,0.5,i,-3,33,-16,-3,-13,1
Cn1c(N)c(C(=O)COC(=O)C2(c3ccccc3F)CCCC2)c(=O)n(C)c1=O,2,0.1,i,1,6,12,1,1,1
S=C(NCc1ccco1)Nc1ccc(Br)cn1,-3,-0.4,i,-3,9,-49,-9,-4,-1
Cc1ccccc1CN1[C@@H](C(C)C)COCCS1(=O)=O,-2,0.4,i,-1,-6,0,4,1,3
CCCNC(=S)N(Cc1ccccc1)Cc1nc2ccccc2c(=O)[nH]1,1,47*,i,-7,3,23,-1,-4,0
O=C(NNC(=S)Nc1ccccc1)C1CC1,-1,0.9,i,-1,-9,-24,-6,3,0
O=C(COc1ccccc1)NCC(=O)NC1=NCCS1,0,0.0,i,0,-10,5,-1,3,-5
CCN(CC)c1ncnc2c1ncn2[C@H]1CN(Cc2cccnc2)C[C@@H](CO)O1,3,0.8,i,-2,-7,2,1,2,-3
CCCCNC(=O)c1c(N)[nH]c(C(=O)c2ccccc2)c1-c1ccccn1,x,3.0,x,-9,-4,x,4,1,-3
CC(C)Sc1nc2c(c(=O)[nH]c(=O)n2C)n1Cc1ccc(Cl)cc1,0,-1.4,i,-3,14,-120,-3,-5,2
COc1ccccc1N1CCN(C2=Nc3cccc4cccc2c34)CC1,-7,1.2,i,-10,3,-56,-12,-7,6
CSc1cc(-c2ccccc2)n(Cc2c(Cl)cccc2Cl)c(=O)c1C#N,1,0.1,i,-11,19,3,-3,-6,-1
